Lipid storage S3 = qHTS Assay for Lipid Storage Modulators in Drosophila S3 Cells | Drosophila S3 cells, BODIPY lipid droplet fluorescence, 18-24 h; cells fed with added oleic acid | Potency in µM for hits, for the others lipid storage change, negative = inhibition, % at the top dose, mostly 46.1 µM | 320,000 tested, 0.64% active; active means well fitted inhibition curve with a large enough effect in the signal ratio, with a control signal flat, not every such curve was filed as active; inconclusive means small, poorly fitted or top-dose-only effect, or effect the other way, or a change in a side signal; the % refers to the signal ratio
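Drosophila S3 cells loaded with oleic acid (400 uM, as added) and compounds at several concentrations; lipid droplets imaged by 488-nm laser-scanning cytometry, 500–530 nm intensity and object ratio to cell channel. Percent activity normalized to 20 uM Triacsin C.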
Lipid storage S3 cell count max = also measured in Lipid storage S3; calls as there; cell number change, %; measured here: cell count max response;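 cells counted by Cell Tracker Red CMTPX staining in the red channel; peak over a dose series mostly up to 46.1 µM; percent activity relative to internal control wells on each plate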
* marks the source's active call; other numbers are inactive results. On the % scale 0 is the no-effect control and ±100 the full control effect; potency means the concentration at half of the fitted maximal effect.

C=C(CO)CC1CC(O)[C@]2(C)OC3CC4OC5C[C@]6(C)O[C@]7(C)CCC8OC9C[C@]%10(C)OC%11C(C)=CC(=O)OC%11CC%10OC9C[C@@H](C)C8OC7CC6O[C@]5(C)C/C=C\C4OC3CC2O1 (stereo not given in full) was read as Lipid storage S3 -7% and Lipid storage S3 cell count max 18.
`CC(=O)Nc1nnc(CCN(CCc2nnc(NC(C)=O)s2)[N+](=O)[O-])s1` gave Lipid storage S3 inconclusive.
O=c1[nH]c2ccccc2n1CCCN1CCC(n2c(=O)[nH]c3cc(Cl)ccc32)CC1 was read as Lipid storage S3 inconclusive.
`CCCn1c(C(=O)c2ccc(OC)cc2)nc2ccccc21` gave Lipid storage S3 12% and Lipid storage S3 cell count max 6.
Screening CN1C(=O)C(=Cc2sc(=O)n(-c3ccccc3)c2N2CCCCC2)C(=O)N(C)C1=O returned Lipid storage S3 inconclusive.
CC(=O)N1CCC2(CC1)CC(=O)c1cc(OCC(=O)N3CCC4(CC3)OCCO4)ccc1O2 was read as Lipid storage S3 2% and Lipid storage S3 cell count max 14.
`Cn1cc(Cl)c(C(=O)NC2CCCC2)n1` gave Lipid storage S3 inconclusive.
`C[N+](C)(C)CC(=O)O` gave Lipid storage S3 -10% and Lipid storage S3 cell count max -19.
`Cc1cc(N)n(C2CCN(C)CC2)n1` gave Lipid storage S3 inconclusive.
`O=C(CN1CCCC1=O)NCCc1ccccc1` gave Lipid storage S3 13% and Lipid storage S3 cell count max 2.
Cc1ccc(-n2c(O)c(C=NCCCn3ccnc3)c(=O)[nH]c2=O)cc1 was read as Lipid storage S3 -15% and Lipid storage S3 cell count max -16.
For COc1ccc2[nH]c(C)c(CCNCc3cc(OC)c(OC)c(OC)c3)c2c1 the results were Lipid storage S3 inconclusive.

7 neighbouring compounds from above:
C=C(CO)CC1CC(O)[C@]2(C)OC3CC4OC5C[C@]6(C)O[C@]7(C)CCC8OC9C[C@]%10(C)OC%11C(C)=CC(=O)OC%11CC%10OC9C[C@@H](C)C8OC7CC6O[C@]5(C)C/C=C\C4OC3CC2O1 (stereo not given in full) was read as Lipid storage S3 -7% and Lipid storage S3 cell count max 18.
`CC(=O)Nc1nnc(CCN(CCc2nnc(NC(C)=O)s2)[N+](=O)[O-])s1` gave Lipid storage S3 inconclusive.
O=c1[nH]c2ccccc2n1CCCN1CCC(n2c(=O)[nH]c3cc(Cl)ccc32)CC1 was read as Lipid storage S3 inconclusive.
`CCCn1c(C(=O)c2ccc(OC)cc2)nc2ccccc21` gave Lipid storage S3 12% and Lipid storage S3 cell count max 6.
Screening CN1C(=O)C(=Cc2sc(=O)n(-c3ccccc3)c2N2CCCCC2)C(=O)N(C)C1=O returned Lipid storage S3 inconclusive.
CC(=O)N1CCC2(CC1)CC(=O)c1cc(OCC(=O)N3CCC4(CC3)OCCO4)ccc1O2 was read as Lipid storage S3 2% and Lipid storage S3 cell count max 14.
`Cn1cc(Cl)c(C(=O)NC2CCCC2)n1` gave Lipid storage S3 inconclusive.

More structures
For O=C1C=Cc2ccccc2C1=O the results were Lipid storage S3 inconclusive.
`N#Cc1ccccc1NC(=O)CN1CC=C(c2ccccc2)CC1` gave Lipid storage S3 inconclusive.
`Cc1[nH]c2ccc(OC(F)(F)F)cc2c1CCNCc1ccc(Cl)cc1` gave Lipid storage S3 inconclusive.
For C=CCN1C(=O)/C(=C\c2ccc(N3CCOCC3)o2)C(=O)NC1=S the results were Lipid storage S3 inconclusive.
Cc1cc(C)cc(N2C(=O)NC(=O)/C(=C/c3cccn3-c3ccc(Cl)cc3)C2=O)c1 was read as Lipid storage S3 inconclusive.
Screening O=C1/C(=C\c2ccc(Cl)c(Cl)c2)N2CCC1CC2 returned Lipid storage S3 inactive and Lipid storage S3 cell count max 5.
For O=C(NCC(c1cccnc1)N1CCOCC1)Oc1ccccc1 (stereo not given) the results were Lipid storage S3 9% and Lipid storage S3 cell count max 3.
Screening CN1CCN(/N=C/c2c(O)n(C)c(=O)n(C)c2=O)CC1 returned Lipid storage S3 -3% and Lipid storage S3 cell count max 4.
Cc1nc2ccccc2c(=O)n1-c1ccccc1[N+](=O)[O-] was read as Lipid storage S3 inconclusive.
Screening Cc1ccc(N2C(=O)CC(=O)NC2=O)c(C)c1 returned Lipid storage S3 inconclusive.
For Fc1ccc(CNC2CN3CCC2CC3)cc1 (stereo not given) the results were Lipid storage S3 inconclusive.
COC(=O)C1=C(c2ccc(-c3ccccc3)c(F)c2)C[C@@H]2CC[C@H]1N2C(=O)NC1Cc2ccccc2C1 was read as Lipid storage S3 7.3µM* and Lipid storage S3 cell count max -25*.
Screening Cc1c(C(c2ccc(Br)cc2)c2c(O)c3ccccc3oc2=O)c(=O)n(-c2ccccc2)n1C (stereo not given) returned Lipid storage S3 5% and Lipid storage S3 cell count max 8.
Screening CCCCC/C(=N/O)c1c(C)[nH]c2ccccc12 returned Lipid storage S3 inconclusive.
`COC(=O)C1=C(c2ccc(OCc3ccccc3)cc2)C[C@@H]2CC[C@H]1N2C(=O)NCc1ccccc1` gave Lipid storage S3 inconclusive.
For CCN(CC)CCCN=Cc1c(O)n(-c2ccccc2F)c(=O)[nH]c1=O the results were Lipid storage S3 inconclusive.
`O=c1[nH]c(=O)n(C2CCCCC2)c(O)c1C=Nc1ccc(N2CCOCC2)cc1` gave Lipid storage S3 inconclusive.
For Cc1ccc(N(C)C(=O)Oc2cccc3ccc(C)nc23)cc1 the results were Lipid storage S3 inconclusive.
`CCC(=NCCO)c1c(O)n(-c2ccc(Cl)cc2)c(=O)[nH]c1=O` gave Lipid storage S3 3% and Lipid storage S3 cell count max 11.
Cc1cccc(-n2c(-c3ccccc3)nc3ccccc3c2=O)n1 was read as Lipid storage S3 inconclusive.
Cc1ccc(-c2nn(CCC#N)cc2C(=O)O)cc1C was read as Lipid storage S3 inconclusive.
For O=c1[nH]c(O)c(Cc2ccc3c(c2)OCO3)c(=O)[nH]1 the results were Lipid storage S3 3% and Lipid storage S3 cell count max 19.
`COc1ccc2c(c1OC)C(=O)OC2c1c(O)n(Cc2ccc(F)cc2)c(=O)[nH]c1=O` (stereo not given) gave Lipid storage S3 inactive and Lipid storage S3 cell count max -5.
CN(C(=O)Oc1ccc(Cl)c2cccnc12)c1ccccc1 was read as Lipid storage S3 inconclusive.
`CC12CN3CC(C)(CN(C1)C3c1cccs1)C2` (stereo not given) gave Lipid storage S3 inconclusive.
For Cc1nonc1OCCNCCNc1ccc([N+](=O)[O-])c2cccnc12 the results were Lipid storage S3 23% and Lipid storage S3 cell count max 0.
`CC[N+]1(C)CCCC(OC(=O)C(O)(c2ccccc2)c2ccccc2)C1` (stereo not given) gave Lipid storage S3 inconclusive.
For COC(=O)C(=O)N1CC2(C)CNCC(C)(C1)C2=O the results were Lipid storage S3 0% and Lipid storage S3 cell count max 18.
`CCC(=NCCOc1ccc(Cl)cc1)c1c(O)n(C)c(=O)n(C)c1=O` gave Lipid storage S3 inconclusive.
`CCC1(CC)C(=O)NC(=NCCc2c[nH]c3ccccc23)NC1=O` gave Lipid storage S3 9% and Lipid storage S3 cell count max -3.
Screening Cc1cc(Oc2cc(NN3CCCCC3)c([N+](=O)[O-])cc2[N+](=O)[O-])ccc1[N+](=O)[O-] returned Lipid storage S3 inconclusive.
Screening CC(=O)N1CC(=O)Nc2ccc(F)cc2C1c1ccccc1 (stereo not given) returned Lipid storage S3 inconclusive.
O=C(c1cccs1)C1CN2CCC1CC2 (stereo not given) was read as Lipid storage S3 inconclusive.
For O=C(c1ccc(N2CCCCC2)c([N+](=O)[O-])c1)N1CCC2(CC1)OCCO2 the results were Lipid storage S3 -5% and Lipid storage S3 cell count max -9.
CCOP(=S)(OCC)Oc1nc(Cl)c(Cl)cc1Cl was read as Lipid storage S3 inconclusive.
`Cc1cc(N(CCCl)CCCl)ccc1/C=N/NC(=O)c1ccco1` gave Lipid storage S3 -10% and Lipid storage S3 cell count max 2.
For COc1ccccc1CN1CCCC(C(=O)c2ccccc2OC)C1 (stereo not given) the results were Lipid storage S3 inactive and Lipid storage S3 cell count max 9.
`CCOc1ccc(-n2c(O)c(C=Nc3ccc(NC(C)=O)cc3)c(=O)[nH]c2=O)cc1` gave Lipid storage S3 inconclusive.
Cc1cc(Cl)ccc1C(=O)C1CCCN(C2CCSCC2)C1 (stereo not given) was read as Lipid storage S3 2% and Lipid storage S3 cell count max 3.
Screening CC12CN3CC(C)(CN(C1)P3(=O)Oc1ccccc1)C2=O (stereo not given) returned Lipid storage S3 -13% and Lipid storage S3 cell count max 0.
For CCC1CN(C)CCC1(OC(C)=O)c1ccccc1 (stereo not given) the results were Lipid storage S3 0% and Lipid storage S3 cell count max -1.
For N#CC(C#N)=Cc1ccc(C=C(C#N)C#N)cc1 the results were Lipid storage S3 inconclusive.
O=C(CCl)NCC1CCCO1 (stereo not given) was read as Lipid storage S3 inconclusive.
Screening Cc1ccc(P(=S)(c2ccc(C)o2)N2CCOCC2)o1 returned Lipid storage S3 -27%.
CN1CCN(CCC(=O)OC2CC3CCC(C2)N3C)CC1 (stereo not given) was read as Lipid storage S3 0% and Lipid storage S3 cell count max 8.
C=CCn1c(O)c(C(C)=NCCc2c[nH]c3ccccc23)c(=O)[nH]c1=O was read as Lipid storage S3 inconclusive.
Screening O=c1c2ccccc2nc(-c2ccco2)n1-c1ccc(Br)cn1 returned Lipid storage S3 inconclusive.
For CC12CNCC(C)(CNC1)C2O (stereo not given) the results were Lipid storage S3 inconclusive.
For CCOc1ccc(N=Cc2c(O)n(CCc3ccc(OC)c(OC)c3)c(=O)[nH]c2=O)cc1 the results were Lipid storage S3 inconclusive.
Oc1cccc(/C=N/NP(=S)(c2ccccc2)c2ccccc2)c1 was read as Lipid storage S3 inconclusive.
`CC(C)(C)NC(=O)Cn1c(=O)oc2cc(S(=O)(=O)N3CCc4ccccc43)ccc21` gave Lipid storage S3 inconclusive.
For Cc1ccc2nc(C)n(-c3ccc(F)cc3)c(=O)c2c1 the results were Lipid storage S3 -2%.
Cn1cccc1/C=C1/C(=O)NC(=O)N(Cc2ccccc2)C1=O was read as Lipid storage S3 inconclusive.
Screening COc1cccc(OC)c1C(=O)NC(=S)N1C[C@H]2C[C@H](C1)c1cccc(=O)n1C2 returned Lipid storage S3 inconclusive.
`C=CCn1c(O)c(/C=N/NC(=O)c2ccncc2)c(=O)[nH]c1=O` gave Lipid storage S3 inconclusive.
Cc1c(C)c2cc(Cl)c(OCC(=O)N3C[C@H]4C[C@@H](C3)c3cccc(=O)n3C4)cc2oc1=O was read as Lipid storage S3 -15% and Lipid storage S3 cell count max 2.
`C[N+]1(CC2COC(c3ccco3)O2)CCCCC1` (stereo not given) gave Lipid storage S3 -1% and Lipid storage S3 cell count max 1.
For CC(=NCCCO)c1c(O)n(Cc2ccccc2)c(=O)[nH]c1=O the results were Lipid storage S3 5% and Lipid storage S3 cell count max 6.
For Oc1ccccc1C1NCc2ccccc2-n2cccc21 (stereo not given) the results were Lipid storage S3 5% and Lipid storage S3 cell count max -3.
`S=P(Nn1cnnc1)(c1ccc(Br)cc1)c1ccc(Br)cc1` gave Lipid storage S3 inconclusive.
Screening CCOP(=S)(OCC)Oc1cc(C)oc(=O)c1 returned Lipid storage S3 inconclusive.
For CC1NCCC2(O)CCCCC12 (stereo not given) the results were Lipid storage S3 1% and Lipid storage S3 cell count max -7.
For CCCC(C)C(=O)NC1CCSC1=O (stereo not given) the results were Lipid storage S3 inconclusive.
`CN1CC(C(=O)c2ccc(Cl)cc2)C(c2ccc(Cl)cc2Cl)C1` (stereo not given) gave Lipid storage S3 inconclusive.
Cc1ccccc1NC(=O)Cc1nc(COC(=O)Cc2ccccc2)cs1 was read as Lipid storage S3 inconclusive.
Screening COc1ccccc1CCNC1CCCCCC1 returned Lipid storage S3 14% and Lipid storage S3 cell count max 13.
For CC(C)NC(C)Cc1ccc(I)cc1 (stereo not given) the results were Lipid storage S3 -9% and Lipid storage S3 cell count max -10.
CCc1n[nH]c(CCN)n1 was read as Lipid storage S3 inconclusive.
Screening O=P(O)(Oc1ccccc1)OC(c1ccccc1)C(F)(F)F (stereo not given) returned Lipid storage S3 -1% and Lipid storage S3 cell count max -17.
`CC(C)(C)C(O)C(Oc1ccc(Cl)cc1)n1cncn1` (stereo not given) gave Lipid storage S3 inconclusive.
For CC(C#N)CCC#N (stereo not given) the results were Lipid storage S3 inconclusive.
Screening C#CCOCCOCCOCCNc1nc(N2CCN(C(=O)CCCCCCCCCCNC(=O)[C@H]([C@@H](C)CC)n3cc(CCCCN=C(N)N)nn3)CC2)nc(N2CCN(C(=O)CCCCCCCCCCNC(=O)[C@H](CO)n3cc(CCCCCN)nn3)CC2)n1 returned Lipid storage S3 inconclusive.
`CC1=C[C@@H]2c3cccc4[nH]cc(c34)C[C@H]2N(C)C1` gave Lipid storage S3 1% and Lipid storage S3 cell count max 14.
`CCCCn1c(O)c(/C=N/N2CCOCC2)c(=O)[nH]c1=S` gave Lipid storage S3 0% and Lipid storage S3 cell count max 10.
Screening N#Cc1c(Cl)nc(Cl)c2c1CCN(Cc1ccccc1)C2 returned Lipid storage S3 inconclusive.
Screening O=c1[nH]c(=S)n(Cc2ccc(F)cc2)c(O)c1C=NCCCn1ccnc1 returned Lipid storage S3 5% and Lipid storage S3 cell count max 19.
O=C(Nc1ccc(Cl)cc1)OC1CN2CCC1CC2 (stereo not given) was read as Lipid storage S3 inconclusive.
For Cc1cccc(NC2=NCCCS2)c1 the results were Lipid storage S3 -3% and Lipid storage S3 cell count max 15.
For COc1ccc(N2C(=O)NC(=O)/C(=C/c3ccc4c(c3)Cc3ccccc3-4)C2=O)cc1 the results were Lipid storage S3 -1% and Lipid storage S3 cell count max -13.
COc1ccc(CN2C(=O)NC(=O)/C(=C\c3ccco3)C2=O)cc1 was read as Lipid storage S3 inconclusive.
`COC(=O)c1ccccc1NC(=O)N1C[C@@H]2C[C@@H](C1)c1cccc(=O)n1C2` gave Lipid storage S3 inactive and Lipid storage S3 cell count max 10.

Only part of the results is shown, so the mix of outcomes need not match the whole.
